Screening results as filed in PubChem BioAssay.
PAFAH1B2 inh: PAFAH1B2 enzyme inhibitors, primary screen, biochemical, fluorescence polarization, human | Platelet-activating factor acetylhydrolase IB subunit alpha2 (Homo sapiens), P68402 | recombinant PAFAH1B2, FP-rhodamine activity probe | inhibition, % at 3.39 µM | 1.2% of 340,000 active | AID 492953, 2010;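 active = inhibition above the mean of all tested compounds plus 3 SD, cut at about 24% in these data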;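 note: 0% = enzyme with DMSO and 100% = wells lacking PAFAH1B2; many of its hits are not listed in these tables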
Target sequence (P68402 whole entry, looked up): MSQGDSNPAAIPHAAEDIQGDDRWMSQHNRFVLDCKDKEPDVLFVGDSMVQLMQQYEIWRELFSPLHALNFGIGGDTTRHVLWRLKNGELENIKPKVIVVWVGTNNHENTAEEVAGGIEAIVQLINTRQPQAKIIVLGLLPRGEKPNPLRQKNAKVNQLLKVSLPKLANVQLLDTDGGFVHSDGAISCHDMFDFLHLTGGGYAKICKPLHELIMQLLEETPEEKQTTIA
LYPLA2 counter: LYPLA2 inhibitors, primary screen, counter-screen for PME1 inhibitor project, biochemical, fluorescence polarization, FP-Rh probe ABPP; Acyl-protein thioesterase 2 (Homo sapiens), O95372; recombinant LYPLA2; inhibition, % at 5.9 µM; 0.38% of 320,000 active;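 active = inhibition above the screen-wide mean plus 3 SD, limit set per campaign, cut at about 26% in these data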;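 note: 0% = LYPLA2 with DMSO and 100% = wells lacking LYPLA2 enzyme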
GSTO1 inh: inhibitors of recombinant GSTO1, primary screen, counter-screen for RBBP9 inhibitor project, biochemical, fluorescence polarization. inhibition, % at 5.96 µM. AID 1974, 2009. 1.1% of 300,000 active. activity-based probe fluorescence polarization;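 active = inhibition above the campaign mean inhibition plus 3 SD, cut at about 35% in these data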;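 note: 0% = GSTO1-1 with DMSO and 100% = wells lacking GSTO1-1 enzyme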
PAFAH1B3 FP inh: PAFAH1B3 enzyme inhibitors, primary screen, biochemical, fluorescence polarization, human | Platelet-activating factor acetylhydrolase IB subunit alpha1 (Homo sapiens), Q15102 | recombinant PAFAH1B3, FP-rhodamine probe | inhibition, % at 3.39 µM | 0.28% of 340,000 active;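 active = inhibition above the screen-wide average of all tested compounds plus 3 SD, cut at about 25% in these data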;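 note: 0% = enzyme with DMSO only and 100% = wells lacking PAFAH1B3 protein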
Target sequence (Q15102 whole entry, looked up): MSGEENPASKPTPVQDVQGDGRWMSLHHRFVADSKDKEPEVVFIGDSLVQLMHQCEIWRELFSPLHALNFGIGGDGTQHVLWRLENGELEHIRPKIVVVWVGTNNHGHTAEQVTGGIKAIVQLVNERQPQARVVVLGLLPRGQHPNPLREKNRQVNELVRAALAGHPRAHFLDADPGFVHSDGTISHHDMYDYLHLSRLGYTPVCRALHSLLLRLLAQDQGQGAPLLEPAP
PAFAH2 inh: PAFAH2 enzyme inhibitors, primary screen, biochemical, fluorescence polarization, human; Platelet-activating factor acetylhydrolase 2, cytoplasmic (Homo sapiens), Q99487; recombinant PAFAH2, FP-rhodamine activity probe; inhibition, % at 3.39 µM; 0.99% of 340,000 active;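 active = inhibition above the mean over all tested compounds plus 3 SD, cut at about 30% in these data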;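 note: inhibitors block probe labeling of enzyme so polarization drops; 0% = enzyme with DMSO and 100% = wells lacking PAFAH2 protein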
PAD4 FP inh: human PAD4 inhibitors, primary screen, biochemical, fluorescence polarization, 1536-well format; recombinant PAD4, RCA probe fluorescence polarization; Protein-arginine deiminase type-4 (Homo sapiens), Q9UM07; inhibition, % at 6.36 µM; 0.41% of 330,000 active;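 active = percent inhibition above a cutoff equal to the mean of all tested compounds plus 3 SD, cut at about 15% in these data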;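 note: 0% = PAD4 with RCA probe and DMSO and 100% = probe without PAD4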
Target sequence (Q9UM07 whole entry, looked up): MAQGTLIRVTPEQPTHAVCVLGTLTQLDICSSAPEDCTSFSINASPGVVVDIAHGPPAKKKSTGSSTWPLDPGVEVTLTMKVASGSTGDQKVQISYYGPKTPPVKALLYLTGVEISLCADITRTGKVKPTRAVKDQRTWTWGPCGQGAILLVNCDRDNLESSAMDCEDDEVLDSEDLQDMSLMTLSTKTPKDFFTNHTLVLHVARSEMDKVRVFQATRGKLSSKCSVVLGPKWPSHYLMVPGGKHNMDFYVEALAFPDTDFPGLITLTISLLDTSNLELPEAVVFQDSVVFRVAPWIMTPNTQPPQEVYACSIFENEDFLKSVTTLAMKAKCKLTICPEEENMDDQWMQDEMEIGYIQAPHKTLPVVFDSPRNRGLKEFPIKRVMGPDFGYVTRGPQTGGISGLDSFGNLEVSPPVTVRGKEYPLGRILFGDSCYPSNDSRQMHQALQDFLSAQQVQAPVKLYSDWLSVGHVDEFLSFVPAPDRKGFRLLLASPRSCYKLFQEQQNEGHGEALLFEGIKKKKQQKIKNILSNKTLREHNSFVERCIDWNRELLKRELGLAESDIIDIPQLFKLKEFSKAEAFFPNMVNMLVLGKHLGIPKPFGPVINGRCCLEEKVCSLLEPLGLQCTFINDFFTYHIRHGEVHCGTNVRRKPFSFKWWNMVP
pPAFAH inh: pPAFAH enzyme inhibitors, primary screen, biochemical, fluorescence polarization, human | Platelet-activating factor acetylhydrolase (Homo sapiens), Q13093 | recombinant pPAFAH, FP-rhodamine probe fluorescence polarization | inhibition, % at 3.39 µM | 1.5% of 330,000 active | AID 463082, 2010;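 active = inhibition above the mean inhibition across the screen plus 3 SD, cut at about 25% in these data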;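 note: inhibitors block binding of the rhodamine activity-based probe so polarization drops; 0% = enzyme with DMSO and 100% = wells lacking pPAFAH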
PME-1 primary: PME-1 inhibitors via competitive probe labeling, primary screen, biochemical, fluorescence polarization, FP-Rh probe, HTS; Protein phosphatase methylesterase 1 (Homo sapiens), Q9Y570; recombinant PME-1; inhibition, % at 5.9 µM; 0.53% of 320,000 active;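 active = inhibition above the campaign mean of all compounds plus 3 SD, cut at about 26% in these data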;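 note: competitive labeling of PME-1 active site by serine hydrolase directed probe; 0% = PME-1 with DMSO and 100% = wells lacking PME-1 enzyme; inhibitors block probe labeling so polarization falls and inhibition rises; many of its hits are not listed in these tables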
LYPLA1 inh: LYPLA1 inhibitors, primary screen, counter-screen for PME1 inhibitor project, biochemical, fluorescence polarization, FP-Rh probe ABPP | 0.16% of 320,000 active | inhibition, % at 5.9 µM | AID 2174, 2009 | recombinant LYPLA1 | Acyl-protein thioesterase 1 (Homo sapiens), O75608;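 active = inhibition above the mean of all tested compounds plus 3 SD, set per campaign, cut at about 14% in these data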;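 note: inhibitors block serine hydrolase probe labeling of LYPLA1 so polarization falls; 0% = enzyme with DMSO and 100% = wells lacking LYPLA1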
* = called active by the depositor; x = no result given.

SMILES	PAFAH1B2 inh	LYPLA2 counter	GSTO1 inh	PAFAH1B3 FP inh	PAFAH2 inh	PAD4 FP inh	pPAFAH inh	PME-1 primary	LYPLA1 inh
O=C(NCc1ccccc1Cl)c1ccc[nH]1	4.8	-6.4	-13.7	5.4	2.2	-3.7	5.4	-2.5	-4.2
COc1ccc(C(=O)NC(C)c2nc3ccccc3n2C)cc1OC (stereo not given)	3.4	8.3	4.6	-12.4	17.8	-4.4	1.0	1.0	0.1
COC(=O)C1=C(C)N(CCc2ccc(OC)c(OC)c2)C(=O)C1	2.1	-4.0	4.7	-4.6	-10.9	0.2	3.1	-1.8	-0.4
COc1cc(/C=C/C(=O)O)ccc1OS(=O)(=O)c1cc(Br)ccc1C	8.2	-2.4	x	-0.4	6.9	-0.8	14.1	-1.2	-2.7
O=C(Nc1ccncc1)c1ccc2ccccc2c1	0.8	-10.5	-5.4	0.7	5.0	-1.3	-0.4	-2.8	-5.1
CC(C)N(CCNS(=O)(=O)c1ccc(Cl)cc1)C(C)C	3.7	1.7	6.1	0.9	15.4	-1.9	3.9	-1.0	-1.0
CN(C)S(=O)(=O)c1ccc(C(=O)N2CCN=C2SCc2ccccc2)cc1	2.1	3.4	2.3	5.9	-3.0	-2.1	1.6	4.8	2.6
Cc1ccc2c(c1)nnc1nnc(SCC(=O)O)n12	x	-1.0	5.8	x	x	-0.9	2.7	0.4	0.9
Cc1occc1C(=O)Nc1cccc(/C=C/C(=O)O)c1	0.8	-1.7	2.2	3.8	0.7	-2.2	3.0	3.1	0.3
CC(C)(C)C(=O)NC(=S)Nc1ccc(S(=O)(=O)Nc2nccs2)cc1	10.6	-3.0	0.7	-0.7	-6.2	-6.5	4.2	-0.4	-3.2
C/C(=N\NC(=O)NC1CCCCC1)c1ccco1	0.1	5.1	9.9	4.6	6.0	-0.8	2.7	-0.7	2.2
CCOC(=O)Cc1[nH]nc2c1C(c1ccsc1)C(C#N)=C(N)O2 (stereo not given)	3.9	-5.8	3.8	8.9	6.6	-0.2	1.3	-5.7	-1.7
O=C(N/N=C/C=C/c1ccc([N+](=O)[O-])cc1)c1cccs1	0.3	10.9	15.8	-5.8	-3.9	-2.4	19.5	-27.3	-3.6
COc1cccc(C(=O)Nc2ccc3nc4n(c(=O)c3c2)CCCC4)c1	1.7	-1.9	-4.3	6.5	7.6	-1.3	9.1	-3.1	-2.3
Cc1cc(OCC(=O)Nc2cccnc2)c2c(C)cc(=O)oc2c1	7.6	-1.6	-4.8	13.4	0.7	0.2	4.5	3.0	-1.1
COc1ccc(NC(=O)CSCc2ccc(C)cc2)cc1	2.3	3.9	5.4	-1.2	5.9	-3.0	5.2	3.6	0.8
COC(=O)C1=C(C)N(Cc2ccccc2)C(=NCc2cc(OC)c(OC)c(OC)c2)N[C@H]1CCc1ccccc1	-4.7	x	x	2.5	0.5	1.5	0.4	x	x
COc1ccc(CCN(C)C(=O)c2c(C)nn(-c3ccccc3)c2C)cc1OC	6.1	-0.1	2.7	-3.3	1.7	-1.9	-4.9	4.0	-4.6
CCN(CC)c1ccc(S(=O)(=O)N2CCOCC2)cc1NC(=O)CSc1nncn1C	0.7	2.8	x	0.7	0.5	-5.3	-2.9	-4.5	1.9
O=C(c1ccccc1)C(C(=O)N1CCc2ccccc2C1)n1ccccc1=O (stereo not given)	-4.4	0.1	0.1	-5.3	-3.0	-3.1	4.3	-1.3	-0.9
CCOc1ccc(C(=O)NCC(=O)N2CCN(C/C=C/c3ccccc3)CC2)cc1OCC	4.4	23.1	5.7	4.0	6.9	1.5	11.6	3.3	5.8
COc1cccc(CNC(=O)C2CCCN(S(=O)(=O)c3c(C)n[nH]c3C)C2)c1 (stereo not given)	3.1	3.7	6.3	9.7	1.6	5.4	2.6	-4.2	-1.1
CCOC(=O)Cc1cc(-c2ccccc2)nc2ccc3ccccc3c12	2.0	-5.5	-7.2	5.8	-12.4	-2.8	1.9	-5.9	-5.4
CCOc1nc(-c2ccc(C)cc2)ccc1-c1noc(COC)n1	4.7	-2.4	-1.4	8.7	1.6	-3.9	14.6	-4.0	-1.4
Cc1cc([N+](=O)[O-])nn1Cc1ccc(C(=O)N/N=C/c2ccccc2)cc1	-1.8	0.5	-9.8	-6.8	1.6	-3.0	10.0	2.0	-8.7

Some of these compounds in order of the pPAFAH inh value, largest number first.
SMILES	pPAFAH inh
COC(=O)C1=C(C)N(CCc2ccc(OC)c(OC)c2)C(=O)C1	3.1
COc1cccc(CNC(=O)C2CCCN(S(=O)(=O)c3c(C)n[nH]c3C)C2)c1 (stereo not given)	2.6
COc1ccc(C(=O)NC(C)c2nc3ccccc3n2C)cc1OC (stereo not given)	1.0

Continued.
SMILES	PAFAH1B2 inh	LYPLA2 counter	GSTO1 inh	PAFAH1B3 FP inh	PAFAH2 inh	PAD4 FP inh	pPAFAH inh	PME-1 primary	LYPLA1 inh
Cc1cc(C)n(C(=O)CNC(=O)/C=C/c2ccccc2)n1	4.2	6.5	-0.1	4.1	6.8	1.9	-7.3	-0.7	3.1
Cc1sc(NC(=O)C2CCCCC2)c(C#N)c1-c1ccccc1	1.6	-8.6	-8.4	-1.4	4.2	-9.9	-1.2	-2.4	-3.9
O=C1C=C(O)c2cccc(O)c2C1=O	11.9	8.5	43.0*	21.9	19.9	16.0*	12.8	14.3	-0.4
COc1ccc(C(=O)Nc2ccc(Cl)c(S(=O)(=O)N3CCOCC3)c2)cc1	1.6	x	x	3.0	-5.6	-0.3	-10.3	x	x
Cn1c(=O)c2nc(NCc3ccccc3)cnc2n(C)c1=O	-1.2	-5.9	-1.3	13.6	6.8	-10.8	4.2	3.6	-2.5
O=C1CN(C(=O)NCCC(=O)NC2CCCCC2)c2ccccc2N1	2.0	1.9	8.9	3.7	2.3	-2.1	-1.0	-1.0	0.5
CC(=O)Cc1nsc(NC(=O)c2ccc(-c3ccccc3Cl)o2)n1	9.8	-8.3	-28.4	0.8	-0.8	-1.1	3.6	-6.4	-9.6
COc1ccc(OC)c(C2C(C(=O)c3ccco3)=C(O)C(=O)N2Cc2cccnc2)c1 (stereo not given)	4.6	2.3	-1.6	5.3	1.0	-8.4	5.3	-1.1	-3.7
O=S1(=O)c2ccc(Br)cc2N2CCC[C@@H]2CN1Cc1ccccc1	5.9	x	x	6.4	1.6	1.3	-2.4	x	x
CCCn1nnc(NC(=O)c2ccc(Cl)cc2Cl)n1	2.6	-0.3	-1.6	3.8	4.8	-1.5	2.1	-0.4	-2.5
Cc1c(C(=O)N2CCN(Cc3ccccc3)CC2)oc2c1C(=O)CC(C)(C)C2	0.6	-3.7	15.8	4.1	4.1	-1.4	2.6	1.4	-4.5
COc1ccc(NC(=O)Cc2nnc(SCC(=O)NC3CCCCC3C)n2C)cc1 (stereo not given)	3.7	-2.6	5.9	4.2	0.9	-5.2	6.7	-4.2	1.4
COc1ccc(NS(=O)(=O)c2cccc(C(=O)NCC(c3ccc(OC)cc3)N3CCCC3)c2)cc1 (stereo not given)	-0.9	-2.5	10.8	-4.2	-2.8	-6.1	16.1	2.1	1.1
Cc1nc(SCc2ccc(F)cc2)c([N+](=O)[O-])[nH]1	4.1	6.3	6.1	0.5	-4.7	-0.9	0.4	2.7	7.2
O=C(c1ccc(NS(=O)(=O)c2ccc3[nH]c(=O)[nH]c3c2)cc1)N1CCCC(C(F)(F)F)C1 (stereo not given)	0.2	3.2	-51.6	1.5	4.4	1.3	10.0	2.7	1.2
COCc1cc(C)nc(OCC(=O)N/N=C/c2ccc(O)cc2)c1C#N	4.7	8.2	-0.6	2.5	-5.4	-1.7	1.3	0.7	1.6
O=C(C1=C(O)C(=O)N(CCCn2ccnc2)C1c1cccc(Br)c1)c1ccco1 (stereo not given)	1.0	-2.5	-1.7	-1.4	-1.6	-14.9	1.9	-10.7	2.6
Brc1ccc(CSc2ncn[nH]2)cc1	12.5	-1.7	-0.7	11.4	4.6	3.6	-2.4	-7.0	-2.0
C/C(=C\C(=O)c1ccccc1)NNC(=O)c1ccc(Cl)cc1	5.3	-0.1	3.3	10.2	7.2	-2.5	2.3	3.3	-1.8
CCCCCCC12CCC(C(=O)O)(CC1)CC2	x	6.7	13.5	x	x	-2.2	1.5	3.2	4.5
O=C(O)C1CCCCN1S(=O)(=O)c1cccc2nsnc12 (stereo not given)	-2.2	-2.7	8.7	5.0	8.6	1.1	3.6	-4.1	-2.8
COc1ccc(C(=O)Nc2cccc(S(=O)(=O)NC3=NCCCCC3)c2)cc1	-2.7	-0.7	x	4.5	-3.1	-4.9	-8.3	-0.8	-3.1
COc1ccc(NC(=O)CN(C)CC(=O)Nc2cccc(C(C)=O)c2)cc1	6.5	3.4	-1.6	3.2	-0.7	-4.3	-0.1	5.0	0.2
O=C1NN=C(c2ccc(Cl)cc2)CC1c1cccc(Br)c1 (stereo not given)	1.1	-0.6	-10.5	2.7	-4.7	2.0	2.3	0.7	1.2
Cc1ccc(C(=O)N/C(N)=N/c2nc3ccccc3o2)cc1	-1.6	-10.7	-5.2	5.5	3.7	-1.6	-1.4	-2.5	-3.6
The list goes on:
SMILES	PAFAH1B2 inh	LYPLA2 counter	GSTO1 inh	PAFAH1B3 FP inh	PAFAH2 inh	PAD4 FP inh	pPAFAH inh	PME-1 primary	LYPLA1 inh
COc1cccc(C2c3[nH]c4ccccc4c3C[C@H]3C(=O)N(c4ccccc4C(=O)N4CCC(C(=O)O)CC4)C(=O)N23)c1 (stereo not given in full)	1.4	-1.1	-2.0	7.0	5.3	6.9	5.3	0.3	0.1
CCOC(=O)N1CCN(S(=O)(=O)c2cc3c(cc2C)NC(=O)CO3)CC1	-2.5	11.5	4.1	-1.1	-10.9	-0.3	3.7	1.0	1.9
Cc1cc(C)cc(N(CC(=O)NC(C)C)C(=O)CCC(=O)Nc2ccccn2)c1	4.3	0.2	3.1	-0.4	1.0	-5.6	3.2	6.6	0.8
CCCC(=O)n1nc(-c2ccc(C)cc2)nc1NCc1ccco1	0.8	-1.1	7.6	1.4	-2.6	0.3	6.4	-2.4	4.7
N#CCCCn1c(-c2ccccc2)noc1=O	-0.5	-3.7	4.2	0.5	-6.1	-1.4	0.2	-0.5	0.2
O=C1NC(c2ccccc2)=NC1(NS(=O)(=O)c1ccc(Cl)cc1)C(F)(F)F (stereo not given)	20.5	-2.0	1.0	4.1	3.9	1.7	-0.6	-1.4	-3.5
COc1ccc(NS(=O)(=O)c2ccc(NC(C)=O)cc2)c(OC)c1	2.5	-7.7	-1.3	-2.9	3.6	-6.8	-0.8	-4.2	-1.9
CN(CC(=O)Nc1ccccc1Cl)C(=O)Cn1nnc(-c2ccc(F)cc2)n1	0.7	-6.6	-5.2	13.4	-0.5	1.1	3.0	-6.3	-0.2
C=CCn1c(Oc2cccc(C)c2)nc2c1c(=O)n(C)c(=O)n2C	5.3	4.4	-1.0	4.1	0.1	1.2	5.1	-1.9	3.1

An excerpt (hit frequency here may not be typical).
